# Screening results (PubChem BioAssay)
# Salmonella PhoP GFP = PhoP regulon inhibitors, Salmonella typhi PhoP promoter GFP reporter, confirmatory (AID 1850); Salmonella Typhi PhoP-promoter GFP reporter, fluorescence, 4 h; higher % means a stronger effect; inhibition, % at 50 µM; hits with a dose series show IC50 in µM; hit rate 0.33% among 310,000; in the data active = a potency from the dose series; inconclusive = inhibition mostly from about 25% at the one dose, without a potency; inactive = the rest, 99 in 100 with inhibition below about 19%;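 also: 0% = induced wells with vehicle and 100% = uninduced wells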
# tuberculosis growth = growth inhibition of non-replicating M. tuberculosis (AID 488890). Mycobacterium tuberculosis non-replicating, growth inhibition; higher % means a stronger effect. one-dose inhibition, % at 25 µM; IC50 in µM for titrated hits. hit rate 0.39% among 320,000; in the data active = a potency from the dose series; inconclusive = inhibition mostly from about 82% at the one dose, without a potency; inactive = the rest, 99 in 100 with inhibition below about 76%;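 also: plate controls were DMSO cells for no effect and high antibiotic wells for full effect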
# H37Rv inhibition = M. tuberculosis growth inhibition, HTS (AID 449762) | M. tuberculosis H37Rv growth inhibition, 7H9 media; higher % means a stronger effect | one-dose inhibition, % at 25 µM; IC50 in µM for titrated hits | hit rate 0.59% among 330,000; in the data active = a potency from the dose series; inconclusive = inhibition above about 70% without an active follow-up result;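 also: bacterial growth assessed after seven days of incubation; strong numbers were not always called active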
# inhibitors of VEEV = inhibitors of VEEV TC-83 cytopathic effect, confirmation, Vero cells (AID 588727); Vero cells, VEEV TC-83 cytopathic effect inhibition; higher % means a stronger effect; one-dose inhibition, % at 20 µM; IC50 in µM for titrated hits; hit rate 0.13% among 350,000; in the data active = a potency from the dose series; inconclusive = inhibition mostly from about 14% at the one dose, without a potency; inactive = the rest, 99 in 100 with inhibition below about 12%; also: strong numbers were not always called active
# H1N1 NS1A inhibition = H1N1 influenza NS1A inhibitors, functional cell based assay (AID 504329); NS1A functional cell-based assay, percent inhibition; higher % means a stronger effect; inhibition, % at 12.5 µM; hits with a dose series show IC50 in µM; hit rate 0.3% among 340,000; in the data active = a potency from the dose series; inconclusive = inhibition above about 27% without an active follow-up result; also: strong numbers were not always called active
# inhibitors of VEEV 10K pilot screen = also measured in inhibitors of VEEV; calls as there; inhibition, %; measured here: 10K pilot screen inhibition
# * marks the source's active call; other numbers are inactive results; i = inactive; ? = inconclusive; / = not tested or not shown.
SMILES,Salmonella PhoP GFP,tuberculosis growth,H37Rv inhibition,inhibitors of VEEV,H1N1 NS1A inhibition,others
COc1ccc(NC(=O)C2CCOC2=O)cc1 (stereo unspecified),-4%,1%,-11%,2.2%,-33%,
CCOc1ccc(NC(=O)N(c2ccccc2)c2ccccc2)cc1,-3%,11%,3%,0.9%,0%,
COC(=O)C1=C(c2ccc(-c3ccccc3)c(F)c2)C[C@@H]2CC[C@H]1N2C(=O)NCc1cc(C)oc1C(F)(F)F,/,-4%,8%,1.3%,7%,inhibitors of VEEV 10K pilot screen=0.3
Cc1cccc2nc(CSc3ncccc3C(=O)O)cn12,-2%,-10%,1%,2.4%,3%,
CCOCC(=O)Nc1cc(C(=O)OC)ccc1C(=O)OC,0%,44%,?,2.4%,2%,
Cc1occc1C(=O)/C(C#N)=C/c1ccc(O)c(Br)c1,4%,25%,-2%,1.4%,1%,
O=C(O)CCc1nc(-c2cccs2)no1,0%,-20%,-5%,3.5%,9%,
O=[N+]([O-])c1cc(Cl)ccc1NCCc1ccccn1,2%,5%,4%,4.6%,8%,
O=C(COC(=O)CNC(=O)c1ccc(Cl)cc1)Nc1ccc(Cl)cn1,/,8%,-7%,i,0%,
O=[N+]([O-])c1ccc(N2CCOCC2)cc1NCCCO,14%,-6%,0%,1.0%,3%,
CCNC(=O)N1c2ccc(OCC)cc2C(C)=CC1(C)C,6%,36%,-12%,0.7%,25%,
Cn1nc(C(F)(F)F)c(C(=O)Nc2ccc(F)cc2F)c1Sc1cccc(C(F)(F)F)c1,12%,5%,8%,1.8%,-5%,
COc1cccc(CNc2nc3ccccc3n2CCN2CCCCC2)c1,7%,24%,1%,i,3%,
Cc1ccc2c(c1)cc1c(=O)n(CC(=O)N(C)c3ccccc3)nc(C)n12,7%,-11%,6%,5.0%,-4%,
CCCNC(=O)c1c(C)cc(=O)oc1C,-4%,-8%,-6%,1.4%,29%,
CC(C)CCC(CC(C)O)c1n[nH]c(=S)n1-c1ccccc1 (stereo unspecified),-3%,13%,-7%,1.4%,2%,
CC1=C(C)/C(=N/OC(=O)c2cccc([N+](=O)[O-])c2)C=CC1=O,7%,?,?,5.8%,-5%,
CCS(=O)(=O)N1Cc2ccccc2CC1C(=O)NCc1cccc(OC)c1 (stereo unspecified),-5%,-4%,7%,6.9%,-5%,
CCC1CCCCN1C(=O)CSc1nnc(CNC(=O)COc2ccc(Cl)cc2)o1 (stereo unspecified),-11%,1%,2%,0.5%,7%,
CCOc1ccc(-c2c(C(=O)N/N=C/c3ccc(Cl)cc3)nnn2-c2nonc2N)cc1,-2%,-3%,1%,4.1%,-9%,

# In the list so far, these contain an aryl methoxy group.
SMILES,Salmonella PhoP GFP,tuberculosis growth,H37Rv inhibition,inhibitors of VEEV,H1N1 NS1A inhibition,others
COc1ccc(NC(=O)C2CCOC2=O)cc1 (stereo unspecified),-4%,1%,-11%,2.2%,-33%,
COc1cccc(CNc2nc3ccccc3n2CCN2CCCCC2)c1,7%,24%,1%,i,3%,
CCS(=O)(=O)N1Cc2ccccc2CC1C(=O)NCc1cccc(OC)c1 (stereo unspecified),-5%,-4%,7%,6.9%,-5%,

# Random excerpt: four entries already listed.
SMILES,Salmonella PhoP GFP,tuberculosis growth,H37Rv inhibition,inhibitors of VEEV,H1N1 NS1A inhibition,others
CC(C)CCC(CC(C)O)c1n[nH]c(=S)n1-c1ccccc1 (stereo unspecified),-3%,13%,-7%,1.4%,2%,
CCOCC(=O)Nc1cc(C(=O)OC)ccc1C(=O)OC,0%,44%,?,2.4%,2%,
COC(=O)C1=C(c2ccc(-c3ccccc3)c(F)c2)C[C@@H]2CC[C@H]1N2C(=O)NCc1cc(C)oc1C(F)(F)F,/,-4%,8%,1.3%,7%,inhibitors of VEEV 10K pilot screen=0.3
O=[N+]([O-])c1cc(Cl)ccc1NCCc1ccccn1,2%,5%,4%,4.6%,8%,

# Returning to the listing, starting 7 compounds before the break.
SMILES,Salmonella PhoP GFP,tuberculosis growth,H37Rv inhibition,inhibitors of VEEV,H1N1 NS1A inhibition,others
Cc1ccc2c(c1)cc1c(=O)n(CC(=O)N(C)c3ccccc3)nc(C)n12,7%,-11%,6%,5.0%,-4%,
CCCNC(=O)c1c(C)cc(=O)oc1C,-4%,-8%,-6%,1.4%,29%,
CC(C)CCC(CC(C)O)c1n[nH]c(=S)n1-c1ccccc1 (stereo unspecified),-3%,13%,-7%,1.4%,2%,
CC1=C(C)/C(=N/OC(=O)c2cccc([N+](=O)[O-])c2)C=CC1=O,7%,?,?,5.8%,-5%,
CCS(=O)(=O)N1Cc2ccccc2CC1C(=O)NCc1cccc(OC)c1 (stereo unspecified),-5%,-4%,7%,6.9%,-5%,
CCC1CCCCN1C(=O)CSc1nnc(CNC(=O)COc2ccc(Cl)cc2)o1 (stereo unspecified),-11%,1%,2%,0.5%,7%,
CCOc1ccc(-c2c(C(=O)N/N=C/c3ccc(Cl)cc3)nnn2-c2nonc2N)cc1,-2%,-3%,1%,4.1%,-9%,
COc1cc(C(=O)NCCc2ccc(F)cc2)c([N+](=O)[O-])cc1OC,-6%,26%,0%,1.4%,-2%,
Cc1cc(OCC(=O)NCCc2cccc(F)c2)c2c(C)cc(=O)oc2c1,-29%,-5%,8%,0.3%,8%,
CCNC(=S)N1CCN(S(=O)(=O)c2ccc(C)cc2)CC1,7%,-8%,-11%,0.9%,3%,
O=C(CSc1nnc(CNC(=O)c2c(F)cccc2F)o1)NCCc1ccccc1,-9%,?,1%,2.1%,0%,
O=C(Nc1ccc(S(=O)(=O)Nc2cnc3ccccc3n2)cc1)c1ccc(Br)o1,2%,9%,1%,2.2%,-13%,
CC(C)CNC(=O)COC(=O)CCC(=O)c1ccc(F)cc1,-6%,8%,-9%,4.6%,-2%,
O=C(CC(=O)Nc1cccnc1)Nc1cccnc1,0%,-8%,5%,i,2%,
O=C(c1ccc(NS(=O)(=O)c2ccc3[nH]c(=O)[nH]c3c2)cc1)N1CCCCC1,-18%,-4%,-4%,2.4%,9%,
COc1ccc(C)cc1NC(=O)C1CCN(C(=O)c2ccco2)CC1,-8%,-9%,0%,1.2%,6%,
CC(C)(C)NC(=O)c1cnn2c1NC(c1ccc(F)cc1)CC2C(F)(F)F (stereo unspecified),5%,-2%,-9%,0.1%,-22%,
Cc1ccc(C(=O)NCCCc2ccccc2)s1,-9%,72%,1%,0.1%,-8%,
Cc1nnsc1C(=O)N/N=C/c1c(F)cccc1Cl,-3%,-7%,0%,1.6%,5%,
Cn1c(CCCNC(=O)c2cccs2)nc2ccccc21,-9%,17%,7%,1.1%,11%,
CCOC(=O)C(=CNc1ccc(Oc2cncc(Cl)c2)nc1)C(=O)OCC,4%,5%,39%,i,2%,
O=C1CN(c2ccccc2)C(=S)N1C(=O)c1ccc(Br)cc1,-9%,23%,9%,3.0%,-3%,
CCN(C(=O)c1ccc2c(OC)n(CC)nc2c1)c1ccc(OC)cc1,-1%,2%,2%,0.9%,-22%,
COc1ccc(NC(=O)CSc2ccc(-c3cccnc3)nn2)c(OC)c1,-5%,11%,-8%,2.7%,9%,
CCC(C)(C)n1nnnc1C(c1ccccc1OC)N1CCN(C(=O)c2ccco2)CC1 (stereo unspecified),3%,8%,-3%,1.0%,11%,
CC1CN(C2CCN(S(=O)(=O)Cc3ccccc3)CC2)CC(C)O1 (stereo unspecified),2%,-10%,-1%,1.5%,1%,
CCn1c(=O)c2cc(C(=O)Nc3ccc(OC)cc3OC)sc2c2ccccc21,1%,-10%,7%,11%,-15%,
Cc1cc(Cl)ccc1OC(C)C(=O)Nc1ccccc1N1CCOCC1 (stereo unspecified),-7%,31%,0%,2.9%,-2%,
COC(=O)c1c(NC(=O)C(=O)NCCCN2CCOCC2)sc2c1CCC2,8%,37%,12%,i,6%,
O=C(N[C@@H](Cc1ccc(O)cc1)C(=O)O)c1ccc(C(F)(F)F)cc1,-12%,-21%,0%,0.1%,-11%,

# An excerpt from further up, as a working copy:
SMILES,Salmonella PhoP GFP,tuberculosis growth,H37Rv inhibition,inhibitors of VEEV,H1N1 NS1A inhibition,others
CC1CN(C2CCN(S(=O)(=O)Cc3ccccc3)CC2)CC(C)O1 (stereo unspecified),2%,-10%,-1%,1.5%,1%,
CCn1c(=O)c2cc(C(=O)Nc3ccc(OC)cc3OC)sc2c2ccccc21,1%,-10%,7%,11%,-15%,
